# Source: PubChem BioAssay (The Scripps Research Institute Molecular Screening Center)
# GBA enhancer – increases beta-glucosidase activity in Gaucher fibroblasts. P04062. 0.44% of 30,000 active. activation, % at 10 µM. L444P Gaucher fibroblasts, 4-MU-glucoside fluorescence, 3 days; in the data active = activation above about 65%;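 also: 0% = vehicle wells and 100% = positive control wells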
# Target sequence (P04062 whole entry L483P): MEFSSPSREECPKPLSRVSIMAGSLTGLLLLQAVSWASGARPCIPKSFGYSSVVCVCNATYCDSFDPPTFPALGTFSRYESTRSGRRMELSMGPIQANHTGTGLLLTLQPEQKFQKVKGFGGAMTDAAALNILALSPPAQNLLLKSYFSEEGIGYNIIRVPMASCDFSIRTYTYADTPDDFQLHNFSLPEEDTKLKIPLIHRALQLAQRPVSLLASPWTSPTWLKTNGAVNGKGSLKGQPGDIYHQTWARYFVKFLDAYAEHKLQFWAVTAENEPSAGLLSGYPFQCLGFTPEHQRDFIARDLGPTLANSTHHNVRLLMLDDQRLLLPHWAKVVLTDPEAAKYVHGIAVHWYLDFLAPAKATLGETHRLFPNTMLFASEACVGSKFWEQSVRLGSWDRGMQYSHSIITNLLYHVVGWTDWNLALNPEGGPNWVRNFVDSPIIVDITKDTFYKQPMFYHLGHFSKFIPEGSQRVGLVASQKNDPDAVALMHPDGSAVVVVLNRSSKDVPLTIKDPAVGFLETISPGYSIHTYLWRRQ
# * marks the source's active call; other numbers are inactive results. Only part of the results is shown (hit frequency here may not be typical).
SMILES,GBA enhancer
COC(=O)[C@@H](NC(=O)NCc1cccc(OC)c1)C(C)C,-5
COc1ccc(CC(=O)Nc2nc(C)cs2)cc1OC,-5
COc1ccc(CNc2ccc(S(N)(=O)=O)cc2)c(OC)c1OC,-24
O=C(Nc1nnc(COc2ccc(Cl)cc2)s1)c1cccs1,-2
O=C(O)c1cc(Cl)c2ccccc2c1O,-11
O=C(OCc1nc2ccccc2s1)C1CCN(C2=NS(=O)(=O)c3ccccc32)CC1,-5
Cc1ccc(CNC(=O)CCCOc2cc(=O)n(C)c3ccccc23)o1,-46
CC1CCN(S(=O)(=O)c2cccc(-c3nnc(-c4cccnc4)o3)c2)CC1,3
Cn1c(NCc2c[nH]c3ccccc23)nc2ccccc21,42
CCn1c(SCC(=O)N2CCCC2)nc2c1c(=O)n(C)c(=O)n2C,-21
CCN(CC)C(c1ccc(F)cc1)c1nnnn1C1CCCCC1 (stereo not given),-9
CC(C)N(C=O)C1(C(=O)NC2CCCCC2)CCCCC1,-6
Cc1ccc(N2CC(C(=O)NC3CCSC3=O)CC2=O)cc1 (stereo not given),-11
CC(C)N(Cc1nc(-c2ccc(Cl)cc2)no1)C(=O)C12CC3CC(CC(C3)C1)C2,0
CNc1nnc(-c2cccc(N(C)C)c2)s1,9
O=C(CCN1CCOCC1)Nc1ccc2c(c1)N(C(=O)CN1CCOCC1)c1ccccc1CC2,-22
CC(C)[C@@H]1NC(=O)N(c2ccc(Oc3ccccc3)cc2)C1=O,-13
CCCCS(=O)(=O)NC1=NCN(CCO)CN1,-2
O=C(C1CCC(CNc2nc(=S)[nH]c3ccccc23)CC1)N1CCN(c2ccccn2)CC1 (stereo not given),-39
COc1ccc(C(C(=O)NC2CCCC2)N(CCN(C)C)C(=O)c2snc(C(N)=O)c2N)cc1 (stereo not given),9
O=C(CCc1nc(-c2ccccc2F)no1)NCc1ccco1,-4
Cc1ccccc1Cn1nc(C)c(NC(=O)c2cc3n(n2)C(C(F)F)CC(C(F)F)N3)c1C (stereo not given),-10
CCOc1ccc(C(=O)O)cc1OC,-20
CCOC(=O)N1CCN(C(=O)Cn2nc(-c3ccc(Cl)cc3)ccc2=O)CC1,-34
O=C(NCN1CCN(c2ccccc2F)CC1)c1ccccc1,-55

# 7 of the compounds above, bar-delimited:
compound | GBA enhancer
CC1CCN(S(=O)(=O)c2cccc(-c3nnc(-c4cccnc4)o3)c2)CC1 | 3
Cc1ccccc1Cn1nc(C)c(NC(=O)c2cc3n(n2)C(C(F)F)CC(C(F)F)N3)c1C (stereo not given) | -10
O=C(O)c1cc(Cl)c2ccccc2c1O | -11
COC(=O)[C@@H](NC(=O)NCc1cccc(OC)c1)C(C)C | -5
CC(C)N(Cc1nc(-c2ccc(Cl)cc2)no1)C(=O)C12CC3CC(CC(C3)C1)C2 | 0
CC(C)N(C=O)C1(C(=O)NC2CCCCC2)CCCCC1 | -6
Cc1ccc(CNC(=O)CCCOc2cc(=O)n(C)c3ccccc23)o1 | -46

# Back to the main list, starting six compounds before the break.
SMILES,GBA enhancer
COc1ccc(C(C(=O)NC2CCCC2)N(CCN(C)C)C(=O)c2snc(C(N)=O)c2N)cc1 (stereo not given),9
O=C(CCc1nc(-c2ccccc2F)no1)NCc1ccco1,-4
Cc1ccccc1Cn1nc(C)c(NC(=O)c2cc3n(n2)C(C(F)F)CC(C(F)F)N3)c1C (stereo not given),-10
CCOc1ccc(C(=O)O)cc1OC,-20
CCOC(=O)N1CCN(C(=O)Cn2nc(-c3ccc(Cl)cc3)ccc2=O)CC1,-34
O=C(NCN1CCN(c2ccccc2F)CC1)c1ccccc1,-55
O=C(CCC(=O)c1cccs1)OCC(=O)N1CCN(S(=O)(=O)c2ccccc2)CC1,7
O=C(NC1CCCC1)C1CC(=O)N(C2CCCCCCC2)C1 (stereo not given),-6
COc1ccc(OC)c2[nH]c(=O)c(CCNC(=O)C3CCCCC3)cc12,8
Cc1ccc(S(=O)(=O)N(C)c2ccc(C(=O)N3CCC(C(N)=O)CC3)cc2)cc1,-10
CC(=O)NC(C)C12CC3CC(CC(C(=O)O)(C3)C1)C2 (stereo not given),-1
COc1ccccc1N1CCN(c2nc3ccccc3nc2C(C#N)C(=O)OC(C)C)CC1 (stereo not given),-17
O=C(CN(Cc1ccccc1C(F)(F)F)C(=O)CNC(=O)c1ccco1)NC1CCCC1,-12
CCOC(=O)c1c(C)nc2cc(C)ccn12,15
Cc1ccc2nc3sc(C(=O)N4CCOCC4)c(N)c3cc2c1,-24
O=C1CC(N2CCN(c3ccc(C(=O)c4ccc(F)cc4)cc3)CC2)C(=O)N1 (stereo not given),1
CCN1CCN(c2nc3c(c(=O)n(C)c(=O)n3C)n2Cc2cccc3ccccc23)CC1,-8
CCCS(=O)(=O)N1CCC(C(=O)NCCCOC)CC1,-9
Cc1cc(C)n(C(=O)C2CCCN2S(=O)(=O)c2ccc(Cl)cc2)n1 (stereo not given),-4
Cc1ccc(C)c(N2CCN(c3cc(C)nc4nnnn34)CC2)c1,-7
O=C(OCc1nnc(-c2ccccc2)o1)c1ccc2c(c1)C(=O)N(CCc1ccccc1)C2=O,-3
CS(=O)(=O)c1ccc2nc(NC(=O)CN3CCN(Cc4ccccc4)CC3)sc2c1,-5
O=C(Nc1nc2ccccc2n1CCOc1ccccc1)c1ccco1,-19
O=C(NC1CCCCCC1)c1c(O)c2cccc3c2n(c1=O)CCC3,-9
Cc1ccc(NC(=O)c2ccc(NS(=O)(=O)c3c(C)noc3C)cc2)cc1C,-15
CCC1(C)NC(=O)N(CC(=O)Nc2sc3c(c2C(N)=O)CCC3)C1=O (stereo not given),-3
COc1ccc(C(CCc2ccc(C)o2)NC(=O)Nc2ccc(OC)cc2OC)cc1 (stereo not given),-59
CSc1ccc(NC(=O)N2CC(C)OC(C)C2)cc1 (stereo not given),-33
CC(=O)Oc1cccc(/C=c2\sc3nc(-c4ccco4)nn3c2=O)c1,-18
CC(=O)c1c(C)[nH]c(C(=O)NCCc2ccccc2)c1C,-9
c1ccc(-n2c(SCc3nc(-c4cccs4)no3)nnc2-c2ccco2)cc1,-16
SMILES,GBA enhancer
COC(=O)c1cccc(N2C(=O)C(Cl)=C(N3CCOCC3)C2=O)c1,-27
Cc1cc(C(=O)Nn2cnnc2)cs1,-8
COc1ccc(-c2nnc(SC(C)C#N)o2)cc1 (stereo not given),-2
CCCc1nc(SCc2cccnc2)c2c(=O)n(C)c(=O)n(C)c2n1,-11
CCOc1ccc2nc(NCCNC(=O)Nc3ccccc3)c(C#N)cc2c1,9
Cc1c(Cl)cccc1NC(=O)CCCCCN1C(=O)CCC1=O,-29
COc1cc(-n2nnnc2SCC(=O)N2CCN(c3ccc(F)cc3)CC2)c(OC)cc1Cl,-8
COc1ccccc1N1CCN(C(=O)c2ccc(Br)s2)CC1,-20
CC1CCN(C(=O)CN(CCc2ccccc2)S(C)(=O)=O)CC1,-23
COC(=O)c1cc(C(=O)OC)cc(N2C(=O)CC(Sc3nc(C)cc(C)n3)C2=O)c1 (stereo not given),-11
O=C(CSc1nc2c(cnn2-c2ccccc2)c(=O)[nH]1)N1CCOCC1,-12
CC(C)NC(=O)c1n[nH]c(=O)c2ccccc12,7
C/C(N)=C(/C#N)C(=O)COC(=O)c1ccncc1,-16
COCC(=O)Nc1nnc(CCc2ccccc2)s1,-24
Cc1nc2sccn2c(=O)c1CCN1CCC(=C(c2ccccc2)c2ccc(F)cc2)CC1,-45
O=C(CSc1nnc(-c2cccnc2)n1Cc1ccco1)c1ccccc1,-5
CCOC(=O)C1CCCN(C(=O)CS(=O)(=O)Cc2ccccc2)C1 (stereo not given),-16
O=C(NC1CCCCC1)c1sc(=S)n2c1[nH]c(=O)c1ccccc12,0
COC(=O)c1c(C(C)=O)cnc2ccc(Br)cc12,-30
O=C(OCc1cc2ccccc2[nH]c1=O)c1ccncc1,-7
O=c1cc(NCc2ccco2)[nH]c(=O)n1-c1ccc(Br)cc1,-34
COc1ccccc1-n1cnnc1SC1CCOC1=O (stereo not given),-17
CC(=O)N1CCc2cc(S(=O)(=O)NCCC(=O)NCCc3ccccc3)ccc21,3
C/C(NCCCn1ccnc1)=C(\C#N)C(N)=O,10
Cc1cc(C)cc(CC2CC(=O)N(c3nc(C)cc(C)n3)C2=O)c1 (stereo not given),-39

# Looked up above:
# GBA enhancer result of CS(=O)(=O)c1ccc2nc(NC(=O)CN3CCN(Cc4ccccc4)CC3)sc2c1 : -5
# GBA enhancer result of CCOC(=O)N1CCN(C(=O)Cn2nc(-c3ccc(Cl)cc3)ccc2=O)CC1 : -34
# GBA enhancer result of CC(=O)Oc1cccc(/C=c2\sc3nc(-c4ccco4)nn3c2=O)c1 : -18

# Remaining list, next part.
SMILES,GBA enhancer
COc1ccc(NC2=C(C(C)=O)C(c3ccc4c(c3)OCO4)C(C(C)=O)C(C)(O)C2)cc1 (stereo not given),-19
CC(=O)c1c(C)[nH]c(C(=O)NC2=NCCS2)c1C,-18
O=C(O)CN(c1ccc2c(c1)OCCO2)S(=O)(=O)c1ccccc1,-7
O=c1[nH]c(=S)c2c(n1-c1ccccc1)CCC2,5
O=c1c2ccccc2nnn1CSc1nnc(-c2ccc3c(c2)OCO3)o1,-7
COc1ccc(C(=O)N2CCN(C(=O)c3ccco3)CC2)cc1OC,8
CCn1c(SCC(=O)N2c3ccccc3CCc3ccccc32)nc2c1c(=O)n(C)c(=O)n2C,-7
Cc1cc(=O)c2n(Cc3ccccc3Cl)nc[n+]2[nH]1,7
Cn1c(=O)c2cc(S(=O)(=O)NCCC(=O)Nc3ccccc3F)ccc2n(C)c1=O,-7
CC1CCCCN1S(=O)(=O)c1ccc2c(c1)oc(=O)n2CC(=O)O (stereo not given),15
O=C(NCc1ccco1)C1CC(=O)N(c2ccc(O)cc2)C1 (stereo not given),-5
O=C(CSc1nnc(-c2cccnc2)n1-c1ccccc1)Nc1ccccn1,-7
COCCn1c(SCC#N)nnc1-c1ccc2c(c1)OCO2,-19
Clc1ccc(OCc2nnc3n2N=C(c2ccc4c(c2)OCCO4)CS3)c(Cl)c1,-27
COc1ccc2c(c1)Sc1ccccc1N2CCN(C)C,-55
CCSC(C)CC1C/C(=N/O)c2c(CC)noc2C1 (stereo not given),-33
COc1ccc(C)cc1NCc1cccc(OC)c1OC,-5
CN1CCN(CCCNC(=O)c2ccc(CSCc3cccc(Cl)c3)o2)CC1,12
CC(=O)N1CCN(c2ccc(NCc3ccc(C(C)C)cc3)cc2)CC1,18
O=C(c1ccccc1F)N(Cc1ccc(F)cc1)C1CCS(=O)(=O)C1 (stereo not given),10
Cc1cc(C)c(S(=O)(=O)Nc2cccnc2)c(C)c1,2
CC(=O)Nc1ccc(C(=O)n2nc(C)cc2C)cc1,1
CN(C)c1ccc(NC(=O)c2cc3c(=O)n4ccccc4nc3n2C)cc1,7
CN(C)C(CNC(=O)CN1C(=O)NC2(CCc3ccccc32)C1=O)c1ccco1 (stereo not given),-20
COc1ccc(NC2CS(=O)(=O)CC2OC(=O)c2ccc(F)cc2)cc1 (stereo not given),4

# Three of the compounds above, tab-delimited:
molecule	GBA enhancer
O=C(CSc1nnc(-c2cccnc2)n1-c1ccccc1)Nc1ccccn1	-7
COCCn1c(SCC#N)nnc1-c1ccc2c(c1)OCO2	-19
Clc1ccc(OCc2nnc3n2N=C(c2ccc4c(c2)OCCO4)CS3)c(Cl)c1	-27

# Other entries follow.
SMILES,GBA enhancer
NS(=O)(=O)c1ccc(CCNC(=O)c2ccccc2F)cc1,4
O=c1c2c([nH]c3ccc(Br)cc13)CCCC2,-63
CCOC(=O)Cc1nnc(NC(=O)c2ccccc2OC)s1,-12
Cc1noc(C)c1C(=O)Nc1ccc2c(c1)CCC2,-11
CN(Cc1cnn(C)c1)C(=O)c1cc2ccccc2oc1=O,9
COc1ccc(CCNc2oc(COc3ccccc3F)nc2C#N)cc1OC,7
Cc1ccc2nsnc2c1S(=O)(=O)NCc1cccnc1,-56
CCN=C1SC(CC(=O)Nc2sc(C)c(C)c2C(=O)OC)C(=O)N1CC (stereo not given),1
CCNc1nc(SCCOc2ccc(C)cc2)nc(N(C)C)n1,-16
c1ccc(-c2nc3nonc3nc2-c2ccccc2)cc1,-114
COc1ccc(Cl)cc1N1CC(C(=O)Nc2nccs2)CC1=O (stereo not given),13
O=C(Nc1ccc(C(=O)N2CCOCC2)cc1)c1cccs1,-22
CCOC(=O)C1CCN(C(c2cc3cc(C)cc(C)c3[nH]c2=O)c2nnnn2C2CCCCC2)CC1 (stereo not given),-33
CCCc1nnc(SCc2ccc(OC)cc2)n1N,-3
Cc1ccc2nc(SC(C)C(=O)N3CCCC3)[nH]c2c1 (stereo not given),-7
Cc1ccc(-c2nnn(CC(=O)N(c3ccccc3)C(C(=O)NC3CCCC3)c3ccco3)n2)o1 (stereo not given),-69
Cc1csc2ncc(C(=O)NCc3ccccc3Cl)c(=O)n12,-9
CCOC(=O)CNC(=O)Cn1c(C)cc2ccccc2c1=O,-8
CN(C(=O)c1ccno1)c1nnc(-c2ccccn2)s1,-16
COCCCN1C(=O)C(=O)/C(=C(/O)c2ccc(OCC(C)C)cc2)C1c1cccnc1 (stereo not given),-46
COc1ccc(NC(=O)N2CCCC2)cc1OC,4
Cc1onc(-c2ccccc2)c1C(=O)Nc1cccc(OC(C)C)c1,-2
Cc1cc(NC(=O)CSc2nnc(-c3ccc4c(c3)OCCO4)o2)no1,18
COc1cc(C(=O)Nc2ccc(-c3nc4cc(C)ccc4o3)c(O)c2)cc(OC)c1OC,26
Cc1nc2c(s1)sc1ccccc12,12
SMILES,GBA enhancer
COc1ccc(C(=O)n2nc(C)cc2C)cc1OC,2
CC(=O)OCCNC(=O)c1cc2ccccc2oc1=O,-14
CCOc1ccccc1N(CC(=O)NC(C)(C)C)C(=O)Cn1nnc(-c2ccc(C)o2)n1,-59
CC(Cc1ccc(O)c(O)c1)C(C)Cc1ccc(O)c(O)c1 (stereo not given),-25
Cc1ccc(N(CC(=O)Nc2cccc(C)c2)S(=O)(=O)c2cccc3nonc23)cc1,-13
CN(C)CCNC(=O)Cn1nc(C(F)F)cc1C1CC1,5
CCC(C)(C(=O)NC1CCCC1)N(C(=O)c1cnccn1)c1ccccc1 (stereo not given),1
COC(=O)c1ccc(Cn2cnc3ccccc3c2=O)cc1,-6
CC1(C)CC(=O)C(C=NC2CCCCC2)=C(O)C1,-12
COc1ccc(CCNC(=O)C2CCN(S(=O)(=O)N3CC(C)CC(C)C3)CC2)cc1OC (stereo not given),-31
O=[n+]1c2c(n([O-])c3cc(F)c(F)cc31)CCCC2,-2
C=CCOc1cccc(C2/C(=C(\O)c3ccc(F)cc3)C(=O)C(=O)N2CCN(C)C)c1 (stereo not given),-27
